Bioassay records: PubChem, several laboratories
TAAR1 ag: agonists of human TAAR1; Q96RJ0; CHO RD-HGA16 TAAR1, Fluo-8 calcium fluorescence; vehicle wells 0%, saturating PEA agonist 100%; activation, % at 3 µM; actives 0.99% (n = 360,000); AID 624467;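 active = activation above the mean activation of all test compounds in the run plus 3 SD, cut at about 38% in these data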
Target sequence (Q96RJ0 whole entry, looked up): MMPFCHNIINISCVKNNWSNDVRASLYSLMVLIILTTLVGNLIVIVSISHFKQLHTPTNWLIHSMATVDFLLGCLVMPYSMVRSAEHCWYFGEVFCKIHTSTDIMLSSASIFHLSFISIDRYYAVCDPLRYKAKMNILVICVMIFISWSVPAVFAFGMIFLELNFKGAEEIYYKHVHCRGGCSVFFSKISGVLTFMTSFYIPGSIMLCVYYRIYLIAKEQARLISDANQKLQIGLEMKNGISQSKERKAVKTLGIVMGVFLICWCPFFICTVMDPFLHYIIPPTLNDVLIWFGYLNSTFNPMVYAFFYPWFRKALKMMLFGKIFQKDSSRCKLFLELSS
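test system = CHO RD-HGA16 cells carrying human TAAR1 plus Gα16 | schedule = 17-24 h seeding, 75 min 37 °C dye, 30 min RT | compound dosing = 3 µM single concentration | control set = DMSO and PEA EC100 | replicates = n 1 | signal = Fluo-8 fluorescence, 5 s baseline then 140 s kinetic read | measure = percent activation vs PEA EC100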
M5 ag: CHRM5 agonism in calcium assay | P08912 | CHO-K1 hM5 cells, Fluo-8 calcium fluorescence; 0% DMSO wells, 100% maximal acetylcholine response | activation, % at 3 µM | actives 0.19% (n = 360,000) | AID 624037;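 active = activation above the run's mean over test compounds plus 3 SD, cut at about 23% in these data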;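 also: signal is peak over basal fluorescence ratio across the kinetic read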
CHRM4 PAM: positive allosteric modulators of human muscarinic M4 receptor | AID 624126 | actives 0.4% (n = 360,000) | P08173 | CHO-K1 hM4/Gqi5, Fluo-8 calcium fluorescence, ACh EC20; 0% = ACh EC20, 100% = maximal ACh | activation, % at 3 µM;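 active = activation above its plate's cutoff, the mean activation of sample wells plus 3 SD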; also: some results filed as inactive read as strong as hits
Target sequence (P08173 whole entry, looked up): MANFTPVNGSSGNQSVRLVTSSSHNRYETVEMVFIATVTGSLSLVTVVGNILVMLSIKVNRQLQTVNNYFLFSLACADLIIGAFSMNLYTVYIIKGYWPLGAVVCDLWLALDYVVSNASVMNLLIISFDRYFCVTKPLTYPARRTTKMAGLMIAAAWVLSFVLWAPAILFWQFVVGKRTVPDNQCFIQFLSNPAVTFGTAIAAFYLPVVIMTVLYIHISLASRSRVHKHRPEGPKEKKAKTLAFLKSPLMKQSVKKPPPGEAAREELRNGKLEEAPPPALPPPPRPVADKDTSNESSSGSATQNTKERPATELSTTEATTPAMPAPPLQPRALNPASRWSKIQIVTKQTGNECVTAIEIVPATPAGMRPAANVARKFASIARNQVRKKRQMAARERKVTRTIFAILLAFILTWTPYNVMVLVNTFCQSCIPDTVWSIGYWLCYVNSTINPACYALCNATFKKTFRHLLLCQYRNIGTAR
CRFR2-BP antag: CRF-BP/CRF-R2 complex antagonism; HEK293 CRF-R2/CRF-BP, CRF-induced calcium fluorescence; inhibition, % at 11.8 µM; actives 0.59% (n = 350,000);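 active = inhibition of the ligand-induced calcium signal above about 50% at the single tested concentration, limit read from the data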
TAAR1 antagonist: antagonists of human TAAR1; Q96RJ0; CHO RD-HGA16 TAAR1, Fluo-8 calcium fluorescence, antagonist; inhibition, % at 3 µM; actives 1.5% (n = 360,000); AID 624466;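 active = inhibition above a per-plate cutoff, the mean inhibition of test compounds on that plate plus 3 SD, cut at about 49% in these data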;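 also: 0% = DMSO plus EC80 beta-PEA response and 100% = DMSO alone without agonist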
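System: CHO RD-HGA16 cells bearing hTAAR1. Reagent: EC80 β-phenethylamine stimulus. Schedule: seeding 17-24 h prior, 75-min 37 °C, 30-min RT dye loading. Signal: Fluo-8 intracellular calcium dye fluorescence, real-time kinetic reads. Read-out: % inhibition from peak post-agonist over basal fluorescence ratio. Benchmarks: vehicle wells and EC80 agonist wells. Replicates: n of 1.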
CHRM5 antagonist: antagonists of human muscarinic M5 receptor (CHRM5) | CHO-hM5 cells, Fluo-8 calcium fluorescence, ACh EC80 | actives 0.59% (n = 360,000) | AID 624040 | P08912 | inhibition, % at 3 µM;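 active = inhibition above a per-plate cutoff, the mean of that plate's test compounds plus 3 SD, cut at about 27% in these data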;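 also: 0% = acetylcholine EC80 with DMSO and 100% = DMSO without agonist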
CRFBP-R2 agonist: agonists of human CRF-binding protein/CRF-R2 receptor complex. HEK293 CRF-R2/CRF-BP, calcium dye fluorescence (FLIPR); percent of saturating CRF peptide response. actives 0.46% (n = 350,000). activation, % at 13.2 µM;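 active = activation of at least 50%, plus an integration ratio under a set limit after plate pattern correction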;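 also: plate controls were neutral control wells without compound for no effect and CRF at EC100 for full effect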
CHRM5 PAM: potentiates acetylcholine response at human M5 receptor; CHO-K1 hM5, Fluo-8 calcium, ACh EC20 PAM; 0% = ACh EC20, 100% = ACh EC100; actives 0.3% (n = 360,000); P08912; activation, % at 3 µM;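 active = activation above the run cutoff, the mean activation of all test compounds plus 3 SD, cut at about 18% in these data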
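Probe or stimulus: acetylcholine, EC20 level; Assay system: human M5 receptor in CHO-K1 cells; Schedule: compound preincubation 140 s before EC20 acetylcholine addition; Technique: intracellular calcium via Fluo-8 fluorescence; Dosing: single-point, 3 µM nominal; Read-out basis: percent activation from peak-over-basal fluorescence ratio, scaled EC20-to-EC100 acetylcholine; Repeats: one well per compound, no replicates.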
CHO-K1 Ca PAM: nonselective activator or artifact in parental CHO-K1 calcium assay; ATP EC20, Fluo-8 calcium fluorescence; 0% at ATP EC20, 100% at ATP max; activation, % at 3 µM; actives 0.02% (n = 360,000); AID 602247;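 active = activation above the run cutoff, the mean activation of all test compounds plus 3 SD, cut at about 40% in these data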;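 also: peak over basal fluorescence ratio in a 140 s read after ATP addition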
The depositor's hits bear a star; . = no result given.

SMILES	TAAR1 ag	M5 ag	CHRM4 PAM	CRFR2-BP antag	TAAR1 antagonist	CHRM5 antagonist	CRFBP-R2 agonist	CHRM5 PAM	CHO-K1 Ca PAM
Cn1c(CNC(=O)c2ccc(Cl)cc2)nnc1SCC(=O)NC1CCCC1	-1	-3	0	11	1	3	-0.7	0	10
Cc1ccc(NC(=O)c2ccccc2)s1	4	-2	-6	1	-11	8	-0.8	-3	1
Nc1nc2nc[nH]c2c(=O)[nH]1	.	0	2	10	.	-5	1.9	2	18
O=C1NC[C@H](Cc2ccc(O)cc2)N(C[C@@H]2CCCN2C[C@H](Cc2ccccc2)N2C[C@H](Cc3ccc(O)cc3)N(CCc3ccccc3)C(=O)C2=O)C1=O	0	-1	7	.	-4	-6	.	-1	0
Cc1nc2nc(SCC(=O)N3CCOCC3)nn2c(C)c1Cc1c(F)cccc1Cl	9	-4	2	8	6	1	-1.9	-2	-5
O=C(Cn1cnc2ccccc2c1=O)NC1CCS(=O)(=O)C1 (stereo unspecified)	3	5	4	-4	12	7	-0.1	1	10
COc1ccc(-c2nn(-c3ccccc3)cc2N)cc1	-1	1	9	10	-24	1	-1.1	3	8
COc1ccc(N=C2C(=Nc3ccc(OC)cc3)N(c3ccc(N(C)C)cc3)C(=S)N2c2ccc(OC)cc2)cc1	3	3	1	19	16	-3	0.6	2	-9
CN1C(=O)/C(=C2\SC(N)=NC2=O)c2ccccc21	5	-3	-4	8	-1	2	-1.6	5	13
O=C(Cn1cnc2ccccc2c1=O)NCCC(=O)Nc1ccc2c(c1)OCCO2	4	-6	2	-3	-4	9	-1.1	2	15
O=c1c(-c2n[nH]c(=S)o2)cccn1Cc1ccccc1	2	-4	0	3	-5	8	-2.4	-8	-7
CC(NC(=O)COC(=O)C12CC3CC(CC(O)(C3)C1)C2)c1ccccc1 (stereo unspecified)	2	4	4	-9	-7	4	-0.2	15	15
Cc1ccc(C)c(CSCC(=O)NCc2cccs2)c1	8	-10	0	-7	10	10	-2.9	2	2
CC(=O)Nc1ccc2c(c1)C(=Nc1cccc(C)c1)c1ccccc1-2	0	-2	16*	8	-11	22	-1.2	-7	25
COc1cc(C(CC(=O)N2CCCC2)c2c(OC)cc(OC)c3c(-c4ccccc4)cc(=O)oc23)cc(OC)c1OC (stereo unspecified)	8	-1	-1	33	16	6	1.1	12	7

Sorted by value in M5 ag (rising): some entries from above
smiles	M5 ag	CHRM4 PAM	CRFR2-BP antag	CHRM5 antagonist	CRFBP-R2 agonist	CHRM5 PAM
Cc1nc2nc(SCC(=O)N3CCOCC3)nn2c(C)c1Cc1c(F)cccc1Cl	-4	2	8	1	-1.9	-2
Cn1c(CNC(=O)c2ccc(Cl)cc2)nnc1SCC(=O)NC1CCCC1	-3	0	11	3	-0.7	0
Nc1nc2nc[nH]c2c(=O)[nH]1	0	2	10	-5	1.9	2

Fetched by compound from above, 2 records:
SMILES	TAAR1 ag	M5 ag	CHRM4 PAM	CRFR2-BP antag	TAAR1 antagonist	CHRM5 antagonist	CRFBP-R2 agonist	CHRM5 PAM	CHO-K1 Ca PAM
COc1ccc(-c2nn(-c3ccccc3)cc2N)cc1	-1	1	9	10	-24	1	-1.1	3	8
O=c1c(-c2n[nH]c(=S)o2)cccn1Cc1ccccc1	2	-4	0	3	-5	8	-2.4	-8	-7

Next part.
SMILES	TAAR1 ag	M5 ag	CHRM4 PAM	CRFR2-BP antag	TAAR1 antagonist	CHRM5 antagonist	CRFBP-R2 agonist	CHRM5 PAM	CHO-K1 Ca PAM
CCC(Sc1nc2n[nH]c(C)c2c(=N)n1-c1cccc(Cl)c1)C(=O)NCCOC (stereo unspecified)	3	1	6	6	-4	5	-1.0	1	21
OC(c1ccccc1)(c1ccccc1)C1CCN(CCCOc2ccccc2Cl)CC1	36	3	-13	.	35	21	.	-24	9
Cn1cc(CCC(=O)N2CCCC(C(=O)c3cccc4ccccc34)C2)cn1 (stereo unspecified)	8	4	-5	17	11	-1	-0.7	5	1
COc1ccc(-c2cc3c(c4c2ccn4C)C2CCC3C2)cc1OC (stereo unspecified)	1	-2	2	.	-11	7	.	-3	17
Cc1ccc(C(=O)Cc2nnc(C)s2)cc1	-1	-3	11	-19	0	5	-5.3	9	7
O=C(Cc1ccc([N+](=O)[O-])cc1)N/N=C/c1ccccc1F	6	-1	-7	-8	-1	4	-0.8	1	15
COc1ccc(NC(=O)CN(C)C(=O)c2cc3c(cc2Cl)N2CCCCCC2=NS3(=O)=O)cc1	2	0	13	-7	-31	0	1.8	6	-18
CCCCC1Cc2[nH]c(=S)[nH]c(=O)c2C(c2ccc(C(C)C)cc2)O1 (stereo unspecified)	0	1	-2	.	0	-1	.	2	10
Cc1ccc(NC(=O)CN2C(=O)NC3(CCc4ccccc43)C2=O)cc1 (stereo unspecified)	-1	0	-11	-1	1	8	5.5	1	15
Cc1ccc(NC(=O)CSc2nc3ccccc3c(=O)n2CCCC(=O)N2CCCC2)cc1	12	0	-5	14	-10	-3	-1.5	-4	-5
CCOC(=O)c1c(-c2ccc(-c3ccccc3)cc2)csc1NC(=O)C1C2CCC(O2)C1C(=O)O (stereo unspecified)	12	0	4	10	25	-1	0.9	-1	2
CCCOc1ccc(C(=O)Nc2ccc(S(=O)(=O)N3C[C@@H]4C[C@@H](C3)c3cccc(=O)n3C4)cc2)cc1	-1	-3	-8	-5	18	1	0.1	-1	-4
CCOc1ccccc1C(=O)Nc1cnn(Cc2ccc(F)cc2)c1	-1	-4	6	7	-11	-5	0.3	5	23
CCc1ccc(S(=O)(=O)Nc2ccc(-c3ccc4nncn4n3)cc2)s1	1	-1	-3	-3	-7	-6	-0.5	-1	10
CC(C)COc1cccc(C(=O)NC(=S)Nc2cccc(NC(=O)c3ccccc3Cl)c2)c1	0	-2	3	7	-7	5	0.0	-3	13
CC(C)(CO)NC(=O)CCCOc1ccc(Cl)cc1Cl	5	2	-11	19	4	-3	0.8	-5	21
Cc1c(C(=O)NNC(=O)c2cccnc2)cccc1[N+](=O)[O-]	6	1	-2	-3	6	9	0.3	-6	8
COC(=O)CCC(=O)Nc1cccc([N+](=O)[O-])c1	5	-3	-7	-2	-10	-2	-0.2	-1	14
CN(C)S(=O)(=O)N1CCC(CO)(Cc2cccc(C(F)(F)F)c2)CC1	5	3	2	2	12	7	-0.2	4	0
COc1ccc(N/C(=N\c2nc(C)cc(C)n2)NC(C)=O)cc1OC	14	-2	-3	22	-3	2	-3.8	-5	9
O=C(NC(n1ccc(=O)[nH]c1=O)C(Cl)(Cl)Cl)C12CC3CC(CC(C3)C1)C2 (stereo unspecified)	2	-6	3	-2	-14	9	-3.3	3	22
O=C1c2ccccc2C(=O)N1CNc1ccccc1	6	-2	6	18	-14	-4	-1.1	-2	13
Cc1cccc2sc(N(CCCN(C)C)C(=O)c3ccc(C(=O)c4ccccc4)cc3)nc12	15	-6	1	-17	12	-1	7.8	-4	16
CCc1nn(C(C)C(=O)NCCc2ccc(OC)c(OC)c2)c(=O)c2cc3occc3n12 (stereo unspecified)	5	-2	4	1	-8	-7	-2.0	3	12
Cc1ccc(CNC(=O)C2CCC(=O)N(CCc3cccc(F)c3)C2)cc1 (stereo unspecified)	-1	-1	0	8	-7	6	-0.2	-1	2
COc1ccccc1C1CC(c2ccc(NS(C)(=O)=O)cc2)=NN1S(=O)(=O)c1ccccc1 (stereo unspecified)	5	-3	-5	5	-9	-1	-3.3	-1	-5
CCOC(=O)CSc1nc(-c2ccccc2)cc(C(F)(F)F)n1	17	-5	-1	11	2	-7	-0.6	4	-7
COc1c(C)cc(C(O)c2ncc(-c3ccccc3F)[nH]2)cc1C (stereo unspecified)	5	3	3	.	-24	5	.	-2	23
CCCCn1nnnc1C1(C)CCC(=O)N1Cc1cccc(F)c1 (stereo unspecified)	2	2	-2	.	-8	-4	.	-6	-1
Cn1c(=O)c2c(O)c([N+](=O)[O-])c(=O)n(C)c2n(C)c1=O	3	-2	-4	-3	-25	7	-0.9	1	10
Cc1ccc2[nH]c(=O)c(CN(C(=O)c3cccs3)c3ccccc3)cc2c1	0	-2	24	-43	-20	2	-0.5	0	24
O=C(NCC1CCCN1S(=O)(=O)c1cccs1)c1cccc([N+](=O)[O-])c1 (stereo unspecified)	2	1	0	7	-1	7	-0.4	-6	5
C[C@H](CO)N1C[C@H](C)[C@@H](CN(C)Cc2ccc(-c3ccccc3)cc2)Oc2ncc(C#C[C@@H](C)O)cc2C1=O	2	-2	2	-24	-10	-1	0.2	1	21
CC(=O)N(C)c1ccc(NC(=O)N2CCOCC2)cc1	1	0	2	0	-26	1	-0.4	6	8
Cc1ccc(CNS(=O)(=O)c2ccc(Cl)s2)cc1	4	-2	11	4	11	-4	0.1	0	26
COCCNS(=O)(=O)c1ccc(-c2ccc(C)cc2)cc1	0	2	-6	10	4	13	0.4	-8	12
CCC(CO)Oc1cc(NCc2ccccn2)c2ncn(C(C)C)c2c1 (stereo unspecified)	4	-2	-1	9	3	8	-2.4	-1	13
COCCNC(=O)COC(=O)/C=C/c1cnc2ccccc2n1	13	-1	6	-5	3	-4	2.1	0	15
CC(=O)c1ccc(-c2nnc(CCC(=O)N(C)Cc3cccc4cnccc34)o2)s1	2	-1	-13	-30	31	1	0.3	-6	7
CN(CCOC(=O)c1ccccc1)Cc1ccccc1	-1	-7	2	6	1	4	0.3	-2	20
CCOC(=O)c1c(-c2ccccc2)csc1NC(=O)c1ccc(S(=O)(=O)N2CC(C)OC(C)C2)cc1 (stereo unspecified)	1	-1	-2	-10	7	-1	1.3	-7	12
O=C(Nc1ccc(Cl)cc1)c1ccc2sc([C@@H]3O[C@H](CO)[C@H](O)[C@H](O)[C@H]3O)nc2c1	0	0	4	.	11	-8	.	4	-6
O=S(=O)(c1ccccc1)c1nc(-c2ccc(F)cc2)oc1N1CCOCC1	10	-3	5	3	4	0	-1.0	2	-2
Cc1cc(C(=O)NNC(=O)c2ccc(S(=O)(=O)N(C)C)cc2)c(C)o1	5	0	4	3	10	-1	-0.7	-5	8
COc1ccccc1OCCSc1nc2ccccc2c(=O)[nH]1	1	2	-7	-7	8	1	0.4	0	-5
COc1ccccc1NC(=O)CSCc1ccc([N+](=O)[O-])cc1	2	-2	-4	12	-6	5	-1.6	-6	19
Cc1nc(-c2ccc(Cl)cc2)sc1C1(C)CC(c2ccc(Br)cc2)=NO1 (stereo unspecified)	8	6	2	-4	-12	8	2.5	-4	6
CC(C)CCNC(=O)c1ccc2c(c1)ncn2C1CCCCC1	0	-2	1	26	17	-10	-0.3	-1	-2
COc1ccccc1C(O)c1nccn1C (stereo unspecified)	2	-2	9	1	-22	9	-0.8	-4	12
O=C(Nc1cc(C(F)(F)F)ccc1F)C1CCCC1	9	-1	10	0	6	3	1.0	2	26
Nc1ccc2[nH]c(=S)[nH]c2c1	1	4	-1	-4	-11	6	-0.2	-3	9
O=[N+]([O-])c1ccc(NCCCN2CCOCC2)c([N+](=O)[O-])c1	2	-4	2	14	0	-4	1.8	-4	12
